MC4R antag cAMP = MC4R antagonists of cAMP signaling, primary screen, cell-based, TR-FRET, antagonist arm of biased-ligand search | Melanocortin receptor 4 (Homo sapiens), P32245 | MC4R-expressing cells, MTII-stimulated cAMP, LANCE TR-FRET | inhibition, % at 6.5 µM | 0.48% of 360,000 active;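 active means inhibition above its plate's cutoff, the mean of tested wells on that plate plus 3 SD, cut at about 29% in these data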;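 further: 0% = Melanotan II alone and 100% = Melanotan II plus saturating MCL0020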
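Material: human MC4R-expressing U2OS cells. Probe or stimulus: Melanotan II challenge. Dosing: 6.5 µM single dose. Times: 30-min compound, 1-h challenge, 1-h detection, room temperature. Technique: TR-FRET with Eu-cAMP and labeled anti-cAMP, 671 nm. Replication: singlicate.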
NCOA2 inhibitor = inhibition of GAL4-SRC2 driven luciferase reporter, primary screen, SRC2 inhibitor project, cell-based, luminescence; HEK293 GAL4-SRC2 luciferase reporter; 0.17% of 370,000 active; Nuclear receptor coactivator 2 (Homo sapiens), Q15596; inhibition, % at 9 µM;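 active means inhibition above the mean inhibition of all tested compounds plus 3 SD, set per campaign, cut at about 52% in these data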;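 further: 0% = DMSO treated cells and 100% = cells given Gossypol at 36 µM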
MC4R barr agon = MC4R agonists recruiting beta-arrestin, primary screen, cell-based, luminescence, agonist arm of biased-ligand search. activation, % at 8.9 µM. Melanocortin receptor 4 (Homo sapiens), P32245. 0.98% of 360,000 active. U2OS MC4R beta-arrestin complementation; percent of melanotan II response, DMSO zero. AID 540308, 2011;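 active means activation above a per-plate cutoff, the mean activation of sample wells on that plate plus 3 SD, cut at about 8% in these data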
SRC3 inh = SRC3 coactivator transcriptional activity inhibitors, primary screen, cell-based, luminescence. Nuclear receptor coactivator 3 (Homo sapiens), Q9Y6Q9. inhibition, % at 3.6 µM. 0.17% of 360,000 active. HEK293 GAL4-SRC3 luciferase reporter;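 active means inhibition above a per-campaign cutoff, the mean of all compounds plus 3 SD, cut at about 60% in these data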;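 further: 0% = DMSO-treated cells and 100% = gossypol-treated cells at 36 µM; higher means less SRC3-driven luciferase light from the GAL4 reporter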
COUP-TFII inh = NR2F2 transcriptional activity inhibitors, primary screen, cell-based, luciferase reporter, HEK293T, luminescence | COUP transcription factor 2 (Homo sapiens), P24468 | HEK293T NGFI-A luciferase reporter | inhibition, % at 8.6 µM | 0.7% of 370,000 active | AID 686940, 2013;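 active means inhibition above a per-plate cutoff, mean inhibition of test wells between control levels plus 3 SD, cut at about 38% in these data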;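 further: cells cotransfected with COUP-TFII expression vector driving the NGFI-A reporter; 0% = median of COUP-TF2 test wells and 100% = reporter-only cells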
NCOA1 inh = SRC1 coactivator transcriptional activity inhibitors, primary screen, cell-based, luminescence | 0.12% of 360,000 active | Nuclear receptor coactivator 1 (Homo sapiens), Q15788 | inhibition, % at 3.6 µM | HEK293 GAL4-SRC1 luciferase reporter;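 active means inhibition above the campaign mean plus 3 SD, with each screening campaign given its own cutoff, cut at about 60% in these data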;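 further: 0% = DMSO treated cells and 100% = gossypol at 36 µM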
EBV LMP1 NFkB = EBV LMP1-driven NF-kappaB luciferase reporter inhibitors, primary screen, cell-based, luminescence, single point; AID 504558, 2011; inhibition, % at 12.5 µM; 0.69% of 350,000 active; LMP1-induced NF-kappaB luciferase reporter cells; in the data active means inhibition above about 41%;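 further: 0% = neutral control wells and 100% = reference inhibitor control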
ABHD5 PLIN5 PPI = ABHD5-PLIN5 interaction inhibitors, primary screen, cell lysate, split luciferase complementation, luminescence. Perilipin-5 (Homo sapiens) + 1-acylglycerol-3-phosphate O-acyltransferase ABHD5 (Homo …. Split G. princeps luciferase complementation, 4 h. inhibition, % at 4 µM. 0.78% of 360,000 active. AID 602281, 2012;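 active means inhibition above the mean inhibition across every tested compound plus 3 SD, cut at about 22% in these data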;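 further: 0% = DMSO only wells and the 100% control is not disclosed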
TLR9-MyD88 block = inhibitors of TLR9-MyD88 association in cells, primary screen, cell-based, CHO, BLA complementation, fluorescence | Toll-like receptor 9 (Homo sapiens) + Myeloid differentiation primary response protein … | 0.21% of 340,000 active | CCF4 FRET ratio | inhibition, % at 4.98 µM;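 active means inhibition above the mean over all tested compounds plus 3 SD, cut at about 21% in these data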;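 further: 0% = DMSO only wells and 100% = clavulanate BLA inhibitor control wells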
NR5A2 inv ag = LRH-1 (NR5A2) inverse agonists, primary screen, cell-based, luminescence, HEK293T, StAR-luciferase reporter. 0.13% of 360,000 active. AID 602396, 2012. inhibition, % at 3.6 µM. LRH-1 transfected, 24 h. Nuclear receptor subfamily 5 group A member 2 (Homo sapiens), O00482;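 active means inhibition above the mean inhibition of all tested compounds plus 3 SD, cut at about 73% in these data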;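 further: 0% = DMSO wells and 100% = reporter-only cells lacking LRH-1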
NOD2-RIPK2 inh = NOD2-RIPK2 binding disruptors in cells, primary screen, fluorescence, CHO cells, BLA complementation; Receptor-interacting serine/threonine-protein kinase 2 (Homo sapiens), O43353; CCF4 ratio; inhibition, % at 4.98 µM; 0.38% of 360,000 active; in the data active means inhibition above about 21%;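 further: 0% = vehicle only and 100% = reference blocker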
An asterisk follows results filed as active; . = not tested or not shown.

Value order – MC4R antag cAMP | NCOA2 inhibitor | MC4R barr agon | SRC3 inh | COUP-TFII inh | NCOA1 inh | EBV LMP1 NFkB | ABHD5 PLIN5 PPI | TLR9-MyD88 block | NR5A2 inv ag | NOD2-RIPK2 inh
1	Cc1cc(Cl)ccc1OCC(=O)NCCOC(=O)Nc1sc(=S)n(C)c1C
 : 6 | 12 | -1.7 | -4 | -5 | -29 | -9 | 0 | -1 | 3 | -11
2	CC1(C)CC(=O)c2c(n(S(=O)(=O)c3ccccc3)c3ccc(NS(=O)(=O)c4ccccc4)cc23)C1
 : 10 | 6 | -0.9 | -4 | -6 | -4 | 5 | -5 | -9 | 25 | 0
3	Cc1cc([N+](=O)[O-])nn1CC(=O)c1ccccc1
 : -3 | -1 | 0.9 | 15 | -10 | -10 | -4 | 2 | 2 | -4 | -9
4	CC(C)CN(C(=O)c1ccc2c(c1)OCCO2)c1c(N)n(Cc2ccccc2)c(=O)[nH]c1=O
 : 13 | -8 | -0.9 | -8 | -5 | 6 | -9 | -6 | -5 | -15 | -8
5	CCOc1ccccc1N1CCN(CC(=O)NC(=O)NCc2ccco2)CC1
 : 3 | -12 | -1.1 | 1 | -6 | -4 | -4 | 2 | -8 | 3 | -3
6	Cc1ccccc1C(=O)NNC(=O)c1cccc([N+](=O)[O-])c1
 : 1 | 7 | 1.3 | 14 | 13 | 12 | 4 | 6 | 0 | 14 | -5
7	O=C(CCCNC(=O)c1ccc(Cl)cc1)NCc1ccc(F)cc1
 : 18 | -33 | -0.2 | 8 | -5 | -3 | 5 | 9 | 0 | 1 | -8
8	CC1CCN(S(=O)(=O)c2ccc(C(=O)Nc3ccccc3-c3nc4ccccc4[nH]3)cc2)CC1
 : 8 | 10 | -2.2 | 12 | 8 | 7 | 13 | 0 | 9 | 9 | 0
9	Cc1ccc2cc(S(=O)(=O)NCCC(=O)O)ccc2c1
 : 6 | -2 | 2.9 | 8 | -11 | -7 | 2 | 6 | -9 | 33 | -8
10	CCCc1cc(=O)oc2c(C)c(OCC(=O)c3ccc(N4CCCC4)cc3)ccc12
 : 5 | -13 | 4.8 | -9 | 14 | -24 | -6 | 7 | 9 | -23 | -5
11	CCOC(=O)c1c(C)[nH]c(C)c1C(=O)COC(=O)c1ccc(OC)c(OC)c1
 : -5 | -9 | 0.3 | -5 | 5 | -11 | 8 | 2 | -4 | -4 | -9
12	CN(C)c1ccc(C(CNC(=O)c2ccc(C#N)cc2)c2c[nH]c3ccccc23)cc1 (stereo unspecified)
 : 12 | 6 | -3.7 | 27 | 0 | -20 | -6 | 1 | -8 | 18 | 2
13	O=C(N/N=C/C1C(c2ccccc2)C1(Cl)Cl)c1cccc(Br)c1 (stereo unspecified)
 : 7 | -13 | -0.2 | -10 | -4 | 4 | -2 | 1 | -2 | -32 | -7
14	Cn1c(=O)cc(OCC(=O)N2CCN(c3cccc(C(F)(F)F)c3)CC2)c2ccccc21
 : 7 | -18 | 2.1 | 8 | -6 | 12 | 12 | 11 | -5 | -1 | 0
15	COCCNC(=O)CN(c1ccc(OC)c(OC)c1)S(=O)(=O)c1ccc(C)cc1
 : -1 | -7 | -0.7 | 7 | -3 | -20 | -8 | 4 | -7 | 15 | -7

Three entries already listed, sorted by the number in TLR9-MyD88 block, falling.
Value order – MC4R antag cAMP | NCOA2 inhibitor | MC4R barr agon | SRC3 inh | COUP-TFII inh | NCOA1 inh | EBV LMP1 NFkB | ABHD5 PLIN5 PPI | TLR9-MyD88 block | NR5A2 inv ag | NOD2-RIPK2 inh
15	COCCNC(=O)CN(c1ccc(OC)c(OC)c1)S(=O)(=O)c1ccc(C)cc1
 : -1 | -7 | -0.7 | 7 | -3 | -20 | -8 | 4 | -7 | 15 | -7
5	CCOc1ccccc1N1CCN(CC(=O)NC(=O)NCc2ccco2)CC1
 : 3 | -12 | -1.1 | 1 | -6 | -4 | -4 | 2 | -8 | 3 | -3
2	CC1(C)CC(=O)c2c(n(S(=O)(=O)c3ccccc3)c3ccc(NS(=O)(=O)c4ccccc4)cc23)C1
 : 10 | 6 | -0.9 | -4 | -6 | -4 | 5 | -5 | -9 | 25 | 0

The results go on:
Value order – MC4R antag cAMP | NCOA2 inhibitor | MC4R barr agon | SRC3 inh | COUP-TFII inh | NCOA1 inh | EBV LMP1 NFkB | ABHD5 PLIN5 PPI | TLR9-MyD88 block | NR5A2 inv ag | NOD2-RIPK2 inh
16	O=c1cc(-c2ccccc2Cl)oc2ccc([N+](=O)[O-])c(O)c12
 : 1 | 11 | 0.4 | 3 | 6 | 9 | -8 | -6 | 9 | -9 | -5
17	O=C(CCc1nnc(-c2ccc3c(c2)OCO3)o1)NC(c1cccnc1)C(F)(F)F (stereo unspecified)
 : 13 | -21 | -2.4 | 25 | 18 | -3 | 1 | 0 | -4 | -16 | -3
18	COCCN(C(=O)c1ccc(N2CCCC2=O)cc1)c1c(N)n(Cc2ccccc2)c(=O)[nH]c1=O
 : -2 | 11 | 3.6 | -5 | -1 | 0 | -7 | 11 | -12 | 7 | -7
19	NC(CS(=O)O)C(=O)O (stereo unspecified)
 : 4 | -3 | 0.4 | 4 | -4 | -12 | 3 | -3 | -4 | 9 | 1
20	COc1ccc(C(=O)C2CCCN(C(=O)c3cccs3)C2)cc1F (stereo unspecified)
 : -1 | 8 | 2.5 | 6 | 0 | -2 | 3 | 9 | 7 | 10 | -7
21	Cc1c(OC(C(=O)O)c2ccccc2)ccc2c3c(c(=O)oc12)CCC3 (stereo unspecified)
 : 12 | -10 | 0.8 | -8 | -9 | 0 | 0 | 0 | -3 | 7 | 20
22	COc1ccccc1CNC(=O)c1csc2c1CCCC2
 : 1 | 7 | 0.8 | -7 | -3 | -8 | -1 | -1 | 9 | -2 | 0
23	O=C(N/N=C/c1cc([N+](=O)[O-])ccc1O)C1CC1
 : -1 | 14 | -4.9 | 21 | 32 | 1 | 5 | 0 | -7 | 4 | 2
24	CCCc1n[nH]c2c1/C(=N\OCC)CC(C)(C)C2
 : 9 | -7 | 0.4 | 3 | -8 | 5 | -11 | 0 | -6 | 13 | -2
25	Cc1ccsc1C1Nc2ccccc2-c2nc3ccccc3n21 (stereo unspecified)
 : 7 | -20 | -0.1 | -48 | -38 | -49 | -12 | 0 | -5 | -78 | -2
26	C[C@@H]1CN([C@@H](C)CO)C(=O)CCCn2nncc2CO[C@H]1CN(C)C(=O)CCC(F)(F)F
 : 2 | 11 | 0.3 | 13 | -6 | -9 | -10 | -8 | -3 | -11 | -6
27	COCCNc1nc(Nc2ccc(C)cc2C)c2sc(-c3ccccc3)cc2n1
 : 6 | 14 | -0.9 | -18 | 9 | 10 | . | -8 | . | 2 | -5
28	COCCC(=O)N1CCC(Oc2ccc(C(=O)N3CCCCCCC3)cc2)CC1
 : -3 | -16 | -1.9 | -9 | 0 | -16 | 2 | 2 | -5 | 19 | 2
29	O=C(Nc1nc(N2C(=O)c3ccccc3C2=O)n(-c2ccccc2)n1)c1ccc(Cl)cc1
 : 8 | 5 | -2.3 | -10 | -11 | -10 | 2 | -7 | -6 | 7 | -7
30	Cc1ccc(-c2noc(N=O)c2NO)cc1
 : 1 | 8 | 0.0 | -12 | 13 | 0 | 7 | 7 | . | 14 | 22*

(more compounds)
item | molecule | MC4R antag cAMP | NCOA2 inhibitor | MC4R barr agon | SRC3 inh | COUP-TFII inh | NCOA1 inh | EBV LMP1 NFkB | ABHD5 PLIN5 PPI | TLR9-MyD88 block | NR5A2 inv ag | NOD2-RIPK2 inh
31 | O=C(Cc1ccc([N+](=O)[O-])cc1)Nc1cccnc1 | 4 | 7 | -2.2 | -12 | 12 | -22 | 3 | -3 | 2 | -4 | -11
32 | COc1cccc(/C=N/NC(=O)CSc2ccccc2C)c1OC | -4 | 18 | -1.1 | -12 | -4 | -8 | -8 | -2 | -6 | 9 | 2
33 | CC(C)C[C@@H]1CN(CCCC[C@H]2CNC(=O)C(=O)N2CCC2CCCCC2)C(=O)C(=O)N1CC1CCCCC1 | . | 15 | . | . | 5 | . | . | -4 | . | 6 | -17
34 | COc1ccc(N2CC(C(=O)Nc3cccc(S(=O)(=O)N4CCCC4)c3)CC2=O)c(OC)c1 (stereo unspecified) | 7 | -36 | -2.9 | 14 | 7 | -13 | 0 | 13 | 8 | -9 | 0
35 | Cc1cc(/C=C(\C#N)C(=O)NCC2CCCO2)c(C)n1-c1ccc(Cl)cc1 (stereo unspecified) | -4 | -33 | -1.7 | -89 | -33 | -70 | -43 | 7 | -8 | -117 | 3
36 | O=C(NCCNC(=O)c1ccccc1Br)c1ccccc1Br | -5 | -5 | 2.0 | 9 | -16 | -1 | 1 | 3 | 6 | -2 | -2
37 | CC1CC(=O)Nc2ccccc2N1S(=O)(=O)c1ccc(C#N)cc1 (stereo unspecified) | 4 | 2 | -0.3 | 18 | -7 | -37 | 6 | -2 | 12 | 14 | -3
38 | COc1ccccc1N1C(=O)c2ccccc2NC1C(OC)OC (stereo unspecified) | 0 | -12 | 1.1 | 3 | 16 | 4 | -1 | 5 | 3 | 8 | -3
39 | CSCCC(NC(=O)COc1ccccc1)C(=O)OCCOc1ccc(C)cc1 (stereo unspecified) | 8 | -2 | 0.8 | 14 | -1 | 2 | 5 | 8 | -3 | 11 | 0
40 | C/C(CC(=O)Nc1ccc(Cl)c(C(F)(F)F)c1)=N\NC(=O)c1cc2ccccc2cc1O | 4 | 1 | -0.9 | 16 | 8 | 0 | -4 | -7 | -2 | 18 | -4

Grouped by structure: those above containing two or more sulfur atoms
item | molecule | MC4R antag cAMP | NCOA2 inhibitor | MC4R barr agon | SRC3 inh | COUP-TFII inh | NCOA1 inh | EBV LMP1 NFkB | ABHD5 PLIN5 PPI | TLR9-MyD88 block | NR5A2 inv ag | NOD2-RIPK2 inh
1 | Cc1cc(Cl)ccc1OCC(=O)NCCOC(=O)Nc1sc(=S)n(C)c1C | 6 | 12 | -1.7 | -4 | -5 | -29 | -9 | 0 | -1 | 3 | -11
2 | CC1(C)CC(=O)c2c(n(S(=O)(=O)c3ccccc3)c3ccc(NS(=O)(=O)c4ccccc4)cc23)C1 | 10 | 6 | -0.9 | -4 | -6 | -4 | 5 | -5 | -9 | 25 | 0

These rows are one share of the data; count on the stated rates, not on these rows.
